UTI89 phage lysis – inhibition of K1F phage lysis, E. coli UTI89, bacterial capsule biogenesis inhibitors, alamar blue (AID 488966); E. coli UTI89 K1F phage lysis, alamar blue, 2 h; higher % means a stronger effect; one-dose inhibition, % at 100 µM; IC50 in µM for titrated hits; actives 0.02% (n = 340,000);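 active = phage lysis inhibition, versus mean bacterial control, above a set limit; inconclusive = no clear call, values can overlap the other calls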;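 note: capsule biogenesis inhibitors block K1F phage lysis so surviving cells raise fluorescence; higher fluorescence means more inhibition of phage lysis; actives were called in the ten point dose series up to 300 µM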
* hit, by the source's call; u = inconclusive; [ ] = remark or other dose.

| compound | UTI89 phage lysis |
| --- | --- |
| COc1ccc(NC(=O)CS(=O)(=O)c2cccc(Cl)c2)cc1 | 0.0% |
| O=C(COc1cc(Cl)ccc1Cl)N1CCNC1=O | 1.7%[50 µM] |
| CSc1nsc(SCC(=O)Nc2ccc(F)cc2)n1 | 0.0% |
| O=C(NCC1COc2ccccc2O1)c1cccc(S(=O)(=O)N2CCCCC2)c1 (stereo not given) | 1.1%[50 µM] |
| Cc1cccc(N(C)S(=O)(=O)c2cc3c(cc2C)n(C)c(=O)c(=O)n3C)c1 | 5.3% |
| CC(=O)c1cccc(NC(=O)CCNC(=O)c2ccccc2Cl)c1 | 0.1% |
| COc1ccc(NC(=O)C2C3C=CC4(O3)C2C(=O)N(CCCN2CCCC(C)C2)C4C(=O)NC2CCCCC2)cc1 (stereo not given) | 0.4% |
| COc1ccc(-c2csc(N3CCC(C(N)=O)CC3)n2)cc1 | 0.2% |
| Cc1ccc(C(=O)N2CCCC2)cc1S(=O)(=O)N1CCOCC1 | 0.2% |
| O=C(CSc1nnc(-c2ccccc2Br)o1)N1CCOCC1 | -0.5% |
| CC(C)c1ccc(NC2CCCN(C(=O)c3ccco3)C2)cc1 (stereo not given) | 0.8% |
| c1ccc(C(NCCNC(c2ccccc2)c2ccccc2)c2ccccc2)cc1 | -0.1% |
| CC(C)c1ccc(S(=O)(=O)NC2CCCC2)cc1 | -0.1% |
| O=C(COc1coc(CN2CCc3ccccc3C2)cc1=O)Nc1ccc(F)cc1F | 0.6%[50 µM] |
| CC(C)C[C@H](NC(=O)c1cc2cc(Cl)ccc2n1C)C(=O)N1CCC[C@H]1C(=O)O | 4.5% |
| O=C(NCc1cccc(Cl)c1)c1ccc2nc(N3CCOCC3)sc2c1 | 0.9% |
| CC(C)c1ccc(C2CC(=O)c3cnc(NC(=O)c4ccco4)nc3C2)cc1 (stereo not given) | -0.3% |
| CC(C)(C)OC(=O)C[C@H]1C/C=C\C[C@H](CC(=O)NCCO)C(=O)NC[C@@H](c2ccccc2)OC1=O | 2.6% |
| O=c1[nH]nc(-c2ccc(NCCCO)c([N+](=O)[O-])c2)c2ccccc12 | -0.1% |
| Cn1c(Cc2ccccc2)nnc1SCC(=O)Nc1ccc(N2CCOCC2)cc1 | 0.1% |
| Cc1ccc(S(=O)(=O)N2CCCCC2)cc1C(=O)N1CCCCCC1 | 0.8%[50 µM] |
| CN=C(Nc1cccc(S(=O)(=O)N2CCOCC2)c1)c1ccccc1 | 0.1%[50 µM] |
| Cc1c(OCC(=O)N[C@@H](Cc2ccccc2)C(=O)O)ccc2c1oc(=O)c1ccccc12 | 3.5% |
| CN(Cc1ccccc1)C(=O)c1ccc(NC2=NC3CS(=O)(=O)CC3S2)cc1 (stereo not given) | 0.1% |
| CCCC1=NN2C(=N)/C(=C\c3ccc(OCCOc4ccc(NC(C)=O)cc4)c(OC)c3)C(=O)N=C2S1 | 0.0% |
| Nc1c(Cl)cc(C2=NCCn3c2c2ccc(C(F)(F)F)cc2[n+]3[O-])cc1Cl | 0.6% |
| CCC/C(C#Cc1ccc(N(C)C)cc1)=C1/c2ccccc2C(=O)N1c1ccccc1 | 0.5% |
| COCCCn1c(=O)c2sccc2n(Cc2cccc(C)c2)c1=O | 2.0% |
| Cc1cc(-c2ccc(C)c(S(=O)(=O)Nc3ccc(S(N)(=O)=O)cc3)c2)on1 | 9.6% |
| CCOc1cc(/C=N/NC(=O)C2CC2)ccc1OC(C)C | 0.2% |
| C#CCn1cc(Cl)cc(C(=O)Nc2ccccc2)c1=O | 0.1% |
| COc1ccc(C2=NS(=O)(=O)N(C)C(C(=O)NC3CCCC3)=C2)cc1 | 2.9% |
| CCOc1ccc(S(=O)(=O)N(CC(=O)NCC2CCCO2)c2ccc(F)cc2)cc1 (stereo not given) | 0.1% |
| Cc1ccc(S(=O)(=O)NNC(=O)Nc2ccccc2F)c(C)c1 | 0.0% |
| O=Cc1cc(CCC(=O)O)ccc1O | -1.4% |
| CC(=NO)C1CCC2C3CCC4=CC(=NO)CCC4(C)C3C(=O)CC12C (stereo not given) | -0.4% |
| Cc1cc2nc(-c3ccc[nH]c3=O)n(Cc3ccc(F)cc3)c2cc1C | 0.2% |
| CCN(CC(=O)NCC1CCCO1)S(=O)(=O)c1ccc2ccccc2c1 (stereo not given) | 0.9% |
| CN(CCOc1ccccc1)C(=O)c1ccc2c(c1)OCO2 | 0.9%[50 µM] |
| CC1CCN(S(=O)(=O)c2ccc(NC(=O)[C@@H]3CCCN3C(=O)c3cccs3)cc2)CC1 | -0.1%[50 µM] |
| CC1(c2cccc(Br)c2)NC(=O)N(CC(=O)Nc2ccc3c(c2)OCO3)C1=O (stereo not given) | -0.3%[50 µM] |
| CCN(CC)c1ccc(NC(=O)COC(=O)CCC(=O)c2cccs2)cc1 | 0.6%[50 µM] |
| CCCn1c(C(O)c2ccc(OC)c(OC)c2)nc2ccccc21 (stereo not given) | -1.2% |
| O=C(Nn1cnnc1)c1ccc(Cl)c(Cl)c1 | -0.9% |
| C/C(=N/NC(=O)c1ccc(-c2ccccc2)cc1)c1cccc(O)c1 | 0.3% |
| CCCCn1c(N)c(N(Cc2ccccc2OC)C(=O)COc2ccc(C)cc2)c(=O)[nH]c1=O | 0.2%[50 µM] |
| COCCn1c(=O)[nH]c2cc(C(=O)Nc3ccc(OC)c(Cl)c3)ccc2c1=O | -0.2% |
| CC(Oc1ccc(Cl)cc1Cl)C(=O)OCC(=O)c1c(N)n(C)c(=O)n(C)c1=O (stereo not given) | 0.0%[50 µM] |
| Cc1c(C)c([N+](=O)[O-])c(C)c(C)c1N | 1.8% |
| Cc1ccc2c(c1)c1c(c(=O)n(-c3ccccc3C)c(=O)n1CC(=O)NCC1CCCO1)n2C (stereo not given) | -3.1% |

(next part)
| compound | UTI89 phage lysis |
| --- | --- |
| CCS(=O)(=O)c1nc(S(=O)(=O)c2ccc(C)cc2)c(N2CCCC(C)C2)s1 (stereo not given) | -0.1% |
| C[C@@H](O)CC#Cc1ccc2oc(=O)c(-n3cc(-c4ccsc4)nn3)cc2c1 | 4.3% |
| O=C(NC(Cc1ccccc1)C(=O)N1CCN(S(=O)(=O)c2ccccc2)CC1)c1ccccc1 (stereo not given) | -1.3%[50 µM] |
| CCN(C(=O)c1ccc2c(c1)OCO2)C12CC3CC(CC(C3)C1)C2 | 1.0%[50 µM] |
| COc1ccc(NC(=O)CN(C)C(=O)Cc2coc3cc(C)c(C)cc23)cc1 | 0.8%[50 µM] |
| Cc1cn(C2CCC(CO)O2)c(=O)[nH]c1=O (stereo not given) | u |
| Cc1ccc(CN(C)C(=O)c2cc(COc3cccc(C(F)(F)F)c3)on2)o1 | -0.1% |
| Cc1ccc(C(=O)Nc2ccccc2Oc2ccccc2)o1 | 0.0% |
| COc1ccc(Cl)cc1NC(=O)CCNS(=O)(=O)c1cccc2nonc12 | 0.2% |
| O=C(CNS(=O)(=O)c1c(F)cc(F)cc1Br)OCC(=O)N1CCCC1=O | 0.0% |
| COc1ccccc1NC(=O)CN1CCN(CC(=O)Nc2cc(C)ccc2OC)CC1 | -0.2% |
| COc1ccccc1C(=O)N/N=C(\C)CC(=O)Nc1ccc2c(c1)OCCO2 | -0.3% |
| COc1ccc(N(C(=O)c2snc(C(N)=O)c2N)C(C(=O)NC2CCCC2)c2cc(OC)ccc2OC)cc1 (stereo not given) | 0.1% |
| CCN(C(=O)COC(=O)CNC(=O)c1sc2ccccc2c1Cl)C1CCCCC1 | -0.5%[50 µM] |
| Cc1nc2c(C)cccn2c(=O)c1NC(=O)COc1ccccc1 | -1.4% |
| CC(C)[C@H](NC(=O)OCc1ccccc1)C(=O)OCC(=O)c1ccccc1 | 0.3%[50 µM] |
| COc1ccc(-c2cn3c(C)c(C(=O)NC(C)(C)C)sc3n2)cc1 | 0.5% |
| CC(=O)Nc1ccc(S(=O)(=O)NCCC(=O)NCCCc2ccccc2)cc1 | 0.1% |
| COc1ccc(S(=O)(=O)N2CCCC(C(=O)NCCCn3ccnc3)C2)cc1OC (stereo not given) | -0.2% |
| COc1ccccc1NC(=O)C(=O)Nc1ccc2c(c1)N(C(=O)C1CC1)CCC2 | 1.2%[50 µM] |

Reformatted: four of the compounds above
compound: CC(=O)Nc1ccc(S(=O)(=O)NCCC(=O)NCCCc2ccccc2)cc1
- UTI89 phage lysis: 0.1%
compound: Cc1nc2c(C)cccn2c(=O)c1NC(=O)COc1ccccc1
- UTI89 phage lysis: -1.4%
compound: COc1ccc(-c2cn3c(C)c(C(=O)NC(C)(C)C)sc3n2)cc1
- UTI89 phage lysis: 0.5%
compound: CCN(C(=O)COC(=O)CNC(=O)c1sc2ccccc2c1Cl)C1CCCCC1
- UTI89 phage lysis: -0.5%[50 µM]

More compounds
| compound | UTI89 phage lysis |
| --- | --- |
| OCC1(Cc2ccc(F)cc2)CCCN(Cc2ccc(F)cc2Cl)C1 (stereo not given) | -0.5% |
| O=C(N/N=C/c1cccs1)c1ccc2ccccc2c1 | -0.5%[50 µM] |
| CCCCCCSc1ccc([C@H]2N[C@@](Cc3ccccc3)(C(=O)OC)[C@H]3C(=O)N(C)C(=O)[C@@H]23)cc1 | -0.2% |
| O=C(OCC(=O)N1CCCCC1)c1ccc(OC(F)(F)F)cc1 | 3.3% |
| CC(Sc1ccc(S(=O)(=O)N2CCCCCC2)cn1)C(N)=O (stereo not given) | 0.8%[50 µM] |
| Oc1ccc(C=NNC(=S)Nc2cccnc2)nc1 | 1.9% |
| O=C1N=C(N2CCCCC2)S/C1=C\c1ccc(Cl)cc1 | 0.3% |
| CCC1(O)CCCC2C3CCC4CC(=O)CCC4(C)C3C(=O)CC21C (stereo not given) | 0.3% |
| COc1ccccc1NC(=O)c1ccc2c(O)c(S(=O)(=O)c3ccccc3)c(=O)[nH]c2c1 | 0.1% |
| Nn1c(COc2ccccc2F)nnc1SCC(=O)NC1CC1 | 0.1%[50 µM] |
| Cc1ccc(C(=O)NCCCN2CCN(CCCNC(=O)c3ccc(C)cc3)CC2)cc1 | -0.3% |
| CC(NC(=O)COC(=O)CCN1C(=O)C2CC=CCC2C1=O)c1ccc(Br)cc1 (stereo not given) | 0.0%[50 µM] |
| O=C(COc1ccc(F)cc1Br)NCC1(N2CCCCC2)CCCCC1 | 4.9% |
| Cn1cnc(C(=O)NCc2ccc(CNC(=O)OC(C)(C)C)cc2)c1C(=O)NCc1ccc(CNC(=O)OC(C)(C)C)cc1 | 1.1% |
| COc1ccc(-c2cn(Cc3cccc(OC)c3)nn2)cc1 | 7.7% |
| CCC(C(=O)Nc1ccc2c(c1)OCCO2)n1nnc2ccccc2c1=O (stereo not given) | 0.3% |
| COc1ccc(C)cc1NC(=O)CCNS(=O)(=O)c1ccc2c(c1)CC(C)N2C(C)=O (stereo not given) | 0.1% |
| CC(=O)Nc1ccc(C(=O)COC(=O)c2nc3nc(C)cc(C)n3n2)cc1 | 1.0%[50 µM] |
| CC(CN1CCCC1)OC(=O)c1ccccc1Cl (stereo not given) | 0.1% |
| O=S(=O)(NCCCCNS(=O)(=O)c1c(F)cccc1F)c1ccc2c(c1)OCCO2 | 0.5% |
| CC(C(=O)O)c1ccc2c(c1)[nH]c1ccc(Cl)cc12 (stereo not given) | -3.7% |
| COc1ccccc1/C=N/NC(=O)c1ccc2c(c1)OCO2 | 0.0% |
| CCCCN1C(=O)N(CCc2ccc(F)cc2)S(=O)(=O)c2cc(C(F)(F)F)ccc21 | 0.2% |
| CN(C)S(=O)(=O)c1ccc(N2CCCC2)c(C(=O)OCC(=O)NC2(C#N)CCCCC2)c1 | 0.7%[50 µM] |
| COc1ccc(NC(=O)c2cccc(N3C(=O)C4CC=C(C)CC4C3=O)c2)c(OC)c1 (stereo not given) | 0.5% |
| Cc1ccc(NC(=O)CSc2cccc3cccnc23)c(C)c1 | 5.0% |
| COc1ccc(OC)c(S(=O)(=O)Nc2ccc3c(c2)N(C(C)=O)CCC3)c1 | 1.1%[50 µM] |
| Cc1ccc(S(=O)(=O)N(CC(=O)N(C(C)C)C(C)C)C(=O)N2CCN(C)CC2)cc1 | -0.1% |
| COc1ccc(C(=O)N2CCN(C(=O)C3COc4ccccc4O3)CC2)cc1 (stereo not given) | 0.3% |
| Cc1nn(CC(=O)NCCCN2CCC(Cc3ccccc3)CC2)c(=O)c2cc(-c3ccccc3)nn12 | 0.1% |

Some of the entries so far, as labelled records:
Molecule: CN(C)S(=O)(=O)c1ccc(N2CCCC2)c(C(=O)OCC(=O)NC2(C#N)CCCCC2)c1
  UTI89 phage lysis: 0.7%[50 µM]
Molecule: COc1ccc(NC(=O)c2cccc(N3C(=O)C4CC=C(C)CC4C3=O)c2)c(OC)c1 (stereo not given)
  UTI89 phage lysis: 0.5%
Molecule: Cc1ccc(NC(=O)CSc2cccc3cccnc23)c(C)c1
  UTI89 phage lysis: 5.0%

The list goes on:
| compound | UTI89 phage lysis |
| --- | --- |
| O=C(NC1CCC(O)CC1)c1cccc2cccnc12 (stereo not given) | -0.1% |
| Clc1ccc(OCCCCN2CCCCC2)cc1 | 2.1%[50 µM] |
| COc1ccc(Cc2nnc(NC(=O)C3CC(=O)N(c4ccc(OC)cc4)C3)s2)cc1 (stereo not given) | 0.7% |
| COc1ccc(Cl)cc1NC(=O)NCC1CCN(Cc2cc(C)ccc2C)CC1 | 0.1% |
| Cc1ccc(NC(=O)Cc2nnc(SCC(=O)NC3CCCC3)n2C)cc1 | 0.6% |
| COc1c(S(=O)(=O)N2CCN(C(=O)c3ccco3)CC2)ccc(Cl)c1Cl | 1.1% |
| CNC(=O)N(O)C1N(/N=C/c2ccccc2F)C(=S)SC1(C)C (stereo not given) | 0.0% |
| Cc1cc(C)cc(NC(=O)c2cccc(NC3=NC4CS(=O)(=O)CC4S3)c2)c1 (stereo not given) | 0.7% |
| O=C(C1CCC(=O)N(C2CC2)C1)N1CCN(c2cccc(Cl)c2)CC1 (stereo not given) | -0.2% |
| Cc1ccc(S(=O)(=O)N2CCOC23CCN(C(=O)c2cc(Cl)ccc2Cl)CC3)cc1 | -0.6% |
| O=C(CSc1nc2scc(-c3cccs3)c2c(=O)n1CCc1ccccc1)N1CCCC1 | 0.3% |
| CNc1snc(C)c1C(=O)OCC(=O)NCc1ccccc1OC | -2.5% |
| CCOc1ccc(S(=O)(=O)NCCC(=O)NCCOc2ccccc2)cc1 | 1.3%[50 µM] |
| CCn1ccc(C(=O)NC2CCCC2)n1 | -0.1% |

The list is partial, so the mix of outcomes need not match the whole.
